Assay outcomes: PubChem BioAssay, several laboratories
TROY NFkB inh: inhibitors of TROY-driven NF-kB signaling, primary screen, Q293 LMP1-TROYcd cells, NF-kB luciferase, uHTS; Q293 LMP1-TROYcd NF-kB luciferase reporter, 4 h; inhibition, % at 10 µM; 0.98% of 360,000 active;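 active = compounds whose plate-normalised and pattern-corrected inhibition of the luciferase reporter signal at the single screening dose is 50% or more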
NR2E3 ag-1: NR2E3 agonists in two-hybrid cells, primary screen, cell-based, luminescence, CHO-S, Gal4-NCOR/VP16-NR2E3 | Photoreceptor-specific nuclear receptor (Homo sapiens), Q9Y5X4 | luciferase | inhibition of corepressor binding, % at 3.98 µM | 0.35% of 360,000 active | AID 602229, 2012;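 active = inhibition above the mean of all tested compounds plus 3 SD, cut at about 70% in these data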;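 also: 0% = DMSO with NR2E3 transfected cells and 100% = cells lacking NR2E3 construct; higher means lower luciferase signal from less NR2E3 corepressor binding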
Target sequence (Q9Y5X4 whole entry, looked up, the tested form may be a part): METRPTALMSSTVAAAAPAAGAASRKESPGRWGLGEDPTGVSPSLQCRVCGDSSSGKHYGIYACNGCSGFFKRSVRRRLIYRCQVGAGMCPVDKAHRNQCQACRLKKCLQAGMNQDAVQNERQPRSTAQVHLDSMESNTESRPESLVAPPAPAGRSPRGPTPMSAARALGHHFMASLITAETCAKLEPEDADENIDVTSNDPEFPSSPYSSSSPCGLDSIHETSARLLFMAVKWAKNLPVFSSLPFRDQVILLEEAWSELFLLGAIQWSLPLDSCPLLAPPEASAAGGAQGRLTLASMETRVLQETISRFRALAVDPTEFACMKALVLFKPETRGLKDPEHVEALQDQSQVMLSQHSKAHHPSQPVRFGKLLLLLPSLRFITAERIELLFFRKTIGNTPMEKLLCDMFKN
NR2E3 ag-2: inhibitors of NR2E3-RetCOR corepressor binding, primary screen, NR2E3 agonist project, biochemical, TR-FRET, GST-NR2E3, biotin-RetCOR; Photoreceptor-specific nuclear receptor (Homo sapiens), Q9Y5X4; 1536-well; inhibition of corepressor binding, % at 4.78 µM; 0.12% of 320,000 active; AID 2300, 2010;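 active = percent inhibition above the cutoff of mean plus 3 SD of all tested compounds, set per screening campaign, cut at about 20% in these data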;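 also: 0% = DMSO wells and 100% = biotin wells as full block of FRET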
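Test system – NR2E3–RetCOR corepressor complex · Quantity – NR2E3 fusion 1.35 nM · Buffer or medium – Tris pH 7.5 · Incubation – Compound–protein incubation for 5 h at 4 °C · Technique – TR-FRET, Eu(K)-anti-GST donor, streptavidin-D2 acceptor, ex 340, em 617/671 nm · Evaluation – percent inhibition of 671/617 nm emission ratio versus biotin and DMSO controls · Plate – 1536-well format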
Peg3 prom inh: Peg3 promoter-driven luciferase inhibitors, primary screen, cell-based, HeLa, luciferase luminescence; inhibition, % at 20 µM; HeLa PEG-Prom luciferase reporter, overnight; 1.7% of 360,000 active; AID 588405, 2011;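 active = inhibition of at least 50% at 20 µM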
Shn3 3UTR inh: reduction of Shn3 3'UTR firefly luciferase signal, primary screen, Schnurri-3 inhibitor project, cell-based, Clone20 osteoblasts, set 2. Clone20 osteoblast Shn3 3'UTR firefly luciferase, 24 h. inhibition, % at 12.5 µM. 0.52% of 360,000 active. AID 588674, 2011;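 active = mean inhibition of at least 75% with every replicate also reaching 75%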;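 also: 0% = median of neutral control wells and 100% = pilot-screen positive control compound; some compounds past the cut are filed as inactive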
C8 TRAIL sens: viability loss with TRAIL in NB7+C8 cells, primary screen, TRAIL sensitizer project, cell-based, ATPlite luminescence; 1% of 360,000 active; AID 624354, 2012; inhibition (viability loss, TRAIL sensitization), % at 10 µM;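 active = compounds causing at least 50% loss of cell viability in the single-dose screen, relative to plate controls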
KKLEB cytotox: cytotoxicity in KKLEB CF airway cells, primary screen, cytotoxicity control for CF NF-kB inhibitor project, cell-based, uHTS, fluorescence assay plates; KKLEB CF airway cells viability, ATPlite luminescence, overnight; active compounds read low; cells stimulated with P. aeruginosa culture filtrate; activity change (cytotoxicity), % at 5 µM; 0.36% of 360,000 active; AID 602141, 2011;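 active = corrected activity change at or below -50% at 5 µM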
TWEAK-Fn14 inh: inhibitors of TWEAK-Fn14 signaling, primary screen, luciferase reporter cells, uHTS; TWEAK-stimulated Fn14 reporter cells, luciferase luminescence, 8 h; 2% of 360,000 active; inhibition, % at 10 µM; AID 1159606, 2016; in the data active = inhibition above about 50%
CF NFkB inh: inhibitors of PAF-induced NF-kB signaling, primary screen, cell-based, GFP fluorescence, uHTS. KKLEB NF-kB-GFP reporter, GFP fluorescence overnight. inhibition, % at 5 µM. 0.86% of 360,000 active;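 active = at least 50% inhibition at 5 µM, scaled per plate between neutral and stimulator controls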;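 also: PAF is a Pseudomonas aeruginosa culture filtrate used as stimulus; plate controls were PAF-stimulated DMSO wells for no effect and unstimulated DMSO wells for full effect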
MITF TRPM1 inh: inhibitors of MITF-dependent TRPM1 promoter reporter, primary screen, cell-based, SK-MEL-5, single point, luciferase. SK-MEL-5 TRPM1 promoter luciferase, 24 h. inhibition, % at 12.5 µM. 0.83% of 330,000 active;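 active = mean inhibition across replicates of 60% or more, whatever share of single replicates reaches that level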; also: values of inactives mirror those of a sister screen read the other way
HIF-2a inh: HIF-2a reporter inhibitors, primary screen, luminescence, 786-0 RCC cells | 786-0 RCC cells HIF-2a reporter, luciferase luminescence, overnight | inhibition, % at 18.8 µM | 0.72% of 360,000 active;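 active = inhibition of the luminescence signal of 40% or more relative to plate controls, in a single-dose primary screen at 18.75 µM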
* marks the source's active call; other numbers are inactive results; . = no result given. Not all compounds are listed; the hit share may differ from the screen's.

SMILES	TROY NFkB inh	NR2E3 ag-1	NR2E3 ag-2	Peg3 prom inh	Shn3 3UTR inh	C8 TRAIL sens	KKLEB cytotox	TWEAK-Fn14 inh	CF NFkB inh	MITF TRPM1 inh	HIF-2a inh
Cc1nn(CC(=O)NC2CCS(=O)(=O)C2)c(C)c1S(=O)(=O)N(C)C (stereo not drawn)	10	10	-1	9	-7	-3	0	5	16	.	2
CC[C@@H]1C(c2ccccc2)=NN(c2ccc(Br)cc2)[C@H]1C(=O)N1CCOC1=O	-6	-24	.	4	-16	-10	-13	20	-5	-4	4
CN(C)c1ccc(CN2CCC(C(=O)NC(c3ccc(Cl)cc3)c3cnccn3)CC2)cc1 (stereo not drawn)	-8	-11	.	-18	-3	-8	15	-14	-34	.	12
Cc1[nH]c(=O)n(C(C)C)c(=O)c1Br	-17	18	.	5	14	-8	-2	0	19	-8	9
COc1ccc(Cl)cc1NC(=O)Cn1cccc1	-17	-8	-5	0	-31	4	-1	-41	12	5	-1
c1ccc(CSc2ncccn2)cc1	-29	-5	5	-15	-21	-57	2	-18	-4	-26	-19
Cc1sc2ncnc(N3CCCC(C)C3)c2c1C (stereo not drawn)	30	-8	1	15	28	5	-15	10	30	5	15
CC(C(=O)O)n1nc(-c2ccccc2)c2ccccc21 (stereo not drawn)	-5	-12	-2	15	-11	-2	6	1	-22	5	11
Cc1onc(-c2ccccc2Cl)c1C(=O)O/N=C(\N)c1ccc([N+](=O)[O-])o1	-21	-5	4	10	-6	-4	-6	3	-9	3	0
COC(=O)c1c(NC(=O)C2CC2)sc2c1CCN(C(C)=O)C2	3	-5	3	8	-5	-2	-8	-25	-38	-7	1
O=Cc1ccccc1Oc1ccccc1	28	-3	0	3	-6	-11	-3	-5	7	2	0
CCNC(=O)CSc1nnc(-c2cccs2)o1	-7	-9	-1	-8	6	4	17	-3	4	-11	-9
COc1cc2oc(=O)cc(CN3CCOCC3)c2cc1Cl	-12	0	.	-6	6	-1	-6	-18	15	.	-3
CC(Cn1cncn1)C(=O)N1CCN(S(=O)(=O)c2ccc(Cl)cc2)CC1 (stereo not drawn)	-31	24	1	7	-6	-11	0	2	7	-15	1
O=C(NCc1ccncc1)c1ccc(Cl)c(S(=O)(=O)N2CCCCC2)c1	19	0	5	21	13	-2	3	-12	16	-6	12
Cn1c(NCCN2CCCC2)nc2cc(-c3cccc(C(F)(F)F)c3)sc2c1=O	-62	-6	.	58*	-5	-8	2	-35	0	.	-76
O=C(O)c1cc(N2CCCC2)ccn1	4	21	.	-5	-8	-7	7	19	11	-20	-1
O=C(O)c1cc(-c2ccc(N3CCOCC3)cc2)nn1-c1ccccc1Cl	-5	-27	5	0	-3	-3	10	-15	-12	7	7
COc1cc(CC(=O)Nc2ccc(Cl)c(C(F)(F)F)c2)cc(OC)c1OC	22	11	-3	21	8	-4	-7	8	9	-1	17
CCOc1ccc(CN(C)CC(=O)Nc2cccc3ccccc23)cc1OC	13	-12	-1	23	23	-11	-6	5	-15	3	18
CS(=O)(=O)c1ccc2nc(NC(=O)Nc3ccccc3F)sc2c1	-45	-185	3	-286	-18	13	7	4	3	-43	-232
O=C(CN1C(=O)CSc2ncccc21)Nc1ccccc1F	-26	-22	-2	-20	-11	1	-11	-6	-6	-13	-27
O=C(CSc1nc2ccccc2s1)Nc1cc(S(=O)(=O)N2CCOCC2)ccc1O	-5	-8	-2	3	-32	-7	11	-17	-13	13	8
O=C1C[C@@H](c2ccccc2)Oc2cc(O)cc(O)c21	-35	-37	0	-79	-17	-14	-7	-14	12	-19	-13
S=C(NCc1ccccc1)NC1CCCCC1	-13	-8	0	-8	-24	-1	8	-12	-3	.	3
Further records:
SMILES	TROY NFkB inh	NR2E3 ag-1	NR2E3 ag-2	Peg3 prom inh	Shn3 3UTR inh	C8 TRAIL sens	KKLEB cytotox	TWEAK-Fn14 inh	CF NFkB inh	MITF TRPM1 inh	HIF-2a inh
COc1ccc(-c2nc(NC(C)=O)sc2-c2ccccc2)cc1	-15	-7	3	10	-3	-3	4	4	-20	13	-16
Clc1ccccc1-c1ccc2ncnc(NCc3cccnc3)c2c1	3	4	.	21	11	-6	5	-4	8	5	24
Cn1c(Cl)c(/C=N/OC(=O)c2cccc(Cl)c2)c2ccccc21	-12	-4	-3	-18	6	15	-2	12	16	1	-11
COCc1cc(/C=N\NC(=O)COc2ccc(Cl)cc2)ccc1OC	-7	4	-3	14	17	1	5	-12	-4	-22	10
O=C(N(c1ccccn1)c1ccccn1)C12CC3CC(CC(C3)C1)C2	-1	-5	0	-3	16	-16	4	-18	1	8	14
COc1ccc(CCNC(=O)CCNS(=O)(=O)c2cccc3nonc23)cc1OC	-2	-23	-1	2	-2	3	1	-1	9	7	1
CSCC(C)N1CCC(N2CCC(C(=O)NCc3ccccn3)CC2)CC1 (stereo not drawn)	9	-14	2	10	-22	22	16	-6	-12	10	15
CCCCN(C(=O)c1c(C)noc1C)c1c(N)n(CCCC)c(=O)[nH]c1=O	-10	-16	-6	1	-59	9	-10	1	1	-9	17
COC(=O)COc1ccc(S(=O)(=O)Nc2ccc3c(c2)OCO3)cc1	21	-1	-3	10	6	-3	4	-7	-14	6	8
N#Cc1cnn(-c2ncnc3sc(-c4ccccc4)cc23)c1N	-2	-4	4	17	20	16	-31	-39	20	20	-33
NC(=O)C1CCCc2c1n(Cc1ccccc1)c1ccccc21 (stereo not drawn)	-9	-27	.	14	-1	-9	-6	14	-4	-12	14
COc1ccc2c(c1)c(C(=O)N1CCN(C)CC1)c(C)n2-c1ccccc1	-6	-2	1	12	31	-17	0	-10	12	9	11
Cc1ccc(COn2nnc3ccc(S(=O)(=O)N4CCOCC4)cc32)cc1	-12	-1	5	5	-10	-2	-2	-18	-9	3	9
O=C(Nc1c(F)cccc1F)c1ccc2c(c1)CCN2S(=O)(=O)c1ccccc1	6	0	4	14	14	-1	-19	-21	0	7	7
COc1ccccc1CNC(=O)c1ccc(CNc2c(N3CCCC3)c(=O)c2=O)cc1	8	-2	-1	1	-8	8	-1	-23	-7	.	12
NC1=NC[C@@H](Cc2ccc(O)cc2)N1CCc1cc(C(F)(F)F)cc(C(F)(F)F)c1	-10	16	2	3	12	-8	-6	-1	19	0	3
Cc1cc2ncc(-c3ccc(Cl)cc3)cn2n1	-53	-101	1	-229	-59	36	-3	-6	-1	-82	-231
CC(=O)c1cccc(-c2ccnc3c2CC(C(=O)NCCC(F)(F)F)O3)c1 (stereo not drawn)	-9	-10	.	20	5	8	-13	13	-49	.	-8
CC1(C)[N+]([O-])=C2C(=[N+]([O-])C1(C)C)c1ccccc1/C2=N\O	3	9	-1	3	2	-6	-5	-6	10	7	21
CCCCc1c(O)c2ccccc2n(CCCC)c1=O	6	0	2	6	-5	-9	-1	9	-1	-2	12
CC(C)(C)n1nnnc1C(c1cc2ccccc2o1)N(Cc1ccccc1)Cc1ccccc1 (stereo not drawn)	5	3	.	.	.	9	.	-3	.	.	1
Cc1ccc(CNC(=O)C(NS(=O)(=O)c2cccs2)C(C)C)cc1 (stereo not drawn)	2	.	2	19	12	0	-6	12	3	3	-9
[N-]=[N+]=NC1C[C@H](n2ccc(=O)[nH]c2=O)O[C@@H]1CO (stereo partly drawn)	-7	-3	-3	-7	1	-1	-61*	-5	6	6	6
CCC(=O)N1CCc2cc(OC)c(OC)cc2C1COc1ccc(OC)cc1 (stereo not drawn)	-3	-17	-5	17	-10	-8	-21	-18	18	-7	19
CCN(CC)CCCN1C(=O)c2oc3ccccc3c(=O)c2C1c1cccnc1 (stereo not drawn)	9	5	1	9	-7	-11	-3	-7	-14	15	20
More entries follow.
SMILES	TROY NFkB inh	NR2E3 ag-1	NR2E3 ag-2	Peg3 prom inh	Shn3 3UTR inh	C8 TRAIL sens	KKLEB cytotox	TWEAK-Fn14 inh	CF NFkB inh	MITF TRPM1 inh	HIF-2a inh
CCOc1ccc(NC(=S)N(CCN2CCOCC2)Cc2cc3cc4c(cc3[nH]c2=O)OCO4)cc1	-1	-17	-1	24	-9	-5	5	0	-9	-10	18
COc1ccc(NC(=O)c2cc3c(CO)cnc(C)c3oc2=Nc2cccc(C)c2)c(OC)c1	-8	-4	.	89*	22	-11	-1	-42	8	-10	4
CC1CCN(C(=O)c2ccc(CSc3ccc(Cl)cc3)cc2)CC1	-8	-7	-1	-16	10	12	-21	19	16	-3	-23
COc1ccc(C=CC(=O)c2ccc3cc(OC)c(OC)cc3c2)cc1OC	36	25	.	92*	55	8	-13	67*	36	.	3
N=C1SCC(=O)N1c1ncc(Cc2ccc(F)cc2)s1	33	97*	-2	5	-17	1	5	103*	-40	6	-22
O=C(c1cc(-c2ccc(Cl)cc2)on1)N1CCN(c2ccccc2)CC1	-27	28	0	-324	-99	15	-5	-33	5	-58	-270
O=C(O)CC1(CC(=O)Nc2nccs2)CCCCC1	-12	25	.	-7	-6	4	9	-13	-16	-15	5
Cc1onc(-c2ccccc2Cl)c1C(=O)NCc1ccco1	-7	-10	5	-4	-14	2	-5	11	9	-3	-14
COCc1nnc(NC(=O)c2c(-c3c(Cl)cccc3Cl)noc2C)s1	5	-15	5	15	0	12	3	13	-18	-2	18
CC(=O)C1=C(O)C=C(c2ccco2)CC1c1ccco1 (stereo not drawn)	-12	-13	3	4	2	0	-1	-21	5	4	6
CC(=O)NCCC(=O)Nc1nc2c(ccc3ccccc32)s1	-22	-14	0	-76	-16	0	10	4	-8	-21	-93
Cc1ncccc1C(=O)N1CCCC(CNC(=O)c2ccc(-c3ccccc3)cc2)C1 (stereo not drawn)	-9	-1	0	-4	2	13	5	10	-3	2	-22
CN(CC(=O)Nc1ccccc1Br)C(=O)CCc1nc2ccccc2c(=O)[nH]1	-15	2	0	-7	-12	-9	10	-3	1	-10	0
COc1ccc(OC)c(NC(=O)CCNS(=O)(=O)c2cccc3nsnc23)c1	-13	3	4	8	13	-16	-4	-9	6	6	19
O=C(CCC1CCCCC1)NC1=NCCS1	8	16	1	-6	11	-6	12	-8	2	6	12
